Screening results from PubChem BioAssay.
D3 antag: D3 dopamine receptor (human) antagonism. max response, negative = inhibition, %. 2.5% of 360,000 active. D3R cells, DiscoveRx beta-arrestin luminescence, antagonist mode; active compounds read low. P35462; in the data active = max response below about -50%; inconclusive = no clear call, values can overlap the other calls; note: % is set by controls: 0 for no effect and ±100 for the full control effect; mostly tested at two doses, the higher about 12 µM
Target sequence (P35462 whole entry, looked up): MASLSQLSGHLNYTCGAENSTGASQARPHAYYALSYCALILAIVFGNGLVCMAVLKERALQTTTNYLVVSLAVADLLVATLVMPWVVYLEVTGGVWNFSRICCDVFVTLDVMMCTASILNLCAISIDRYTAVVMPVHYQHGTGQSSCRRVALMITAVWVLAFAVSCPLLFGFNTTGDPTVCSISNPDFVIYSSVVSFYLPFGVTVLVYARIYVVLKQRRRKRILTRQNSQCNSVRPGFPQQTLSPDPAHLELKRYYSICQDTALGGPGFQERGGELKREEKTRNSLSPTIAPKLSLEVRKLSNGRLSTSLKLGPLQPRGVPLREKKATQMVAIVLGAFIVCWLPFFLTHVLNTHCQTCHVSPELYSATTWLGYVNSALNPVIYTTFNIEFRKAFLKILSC
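Cells plated overnight at 1500 cells/well, then exposed to library compounds with dopamine controls for 90 minutes at 37 degrees C. DiscoveRx reagent added for 30–60 minutes at room temperature; luminescence read, quantitative HTS format.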
PTHR1 agonist: activates the human parathyroid hormone receptor PTHR1. HEK293 GP2 PTHR1 cells, GloSensor cAMP luminescence, 1 h. Potency, µM (series often up to 115 µM), for inactives: top-dose activation, usual class: activators. 0.075% of 410,000 active. AID 743266; note: potency is the fitted concentration of half-maximal effect; nearly all actives have a fitted effect of over 55% in size; some results filed as inactive show a strong effect at the top dose; inactives centre near -15; many of its hits are not listed in these tables
Target sequence (Q03431 whole entry, looked up): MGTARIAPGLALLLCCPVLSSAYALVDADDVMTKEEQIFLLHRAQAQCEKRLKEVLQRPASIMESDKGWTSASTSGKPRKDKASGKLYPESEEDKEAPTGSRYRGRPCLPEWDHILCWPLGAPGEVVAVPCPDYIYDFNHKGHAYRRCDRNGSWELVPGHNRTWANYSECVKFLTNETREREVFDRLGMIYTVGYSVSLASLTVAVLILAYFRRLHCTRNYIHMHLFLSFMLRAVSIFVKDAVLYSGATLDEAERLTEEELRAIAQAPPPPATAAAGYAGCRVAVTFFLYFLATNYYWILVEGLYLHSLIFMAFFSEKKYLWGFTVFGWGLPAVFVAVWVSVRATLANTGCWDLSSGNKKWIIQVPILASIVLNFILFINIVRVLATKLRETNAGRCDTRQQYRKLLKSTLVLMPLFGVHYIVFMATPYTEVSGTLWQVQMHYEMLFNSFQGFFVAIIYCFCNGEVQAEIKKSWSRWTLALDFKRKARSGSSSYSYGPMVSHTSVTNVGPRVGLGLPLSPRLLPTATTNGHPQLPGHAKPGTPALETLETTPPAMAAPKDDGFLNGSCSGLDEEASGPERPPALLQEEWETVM
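HEK-293-derived GP2 cells expressing PTHR1 and a GloSensor cAMP reporter, 3,000/well, plated overnight, given luciferin plus IBMX (each 0.5 mM as added) for 1 h at 37 °C, then compound for 1 h at 37 °C. Luminescence was read after 15 min at room temperature.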
GLP1R ag: GLP-1 receptor (human) agonism; HEK293 GLP-1R CRE-luciferase, luminescence, 4-6 h; cells express a hypersensitive GLP-1R form; Potency, µM (doses to about 45.6 µM), inactives show at the highest dose activation, hits mostly activators; 0.007% of 380,000 active; AID 624172; note: potency is the fitted concentration of half-maximal effect; % of control where 0% means no effect
KB-V1 MDR tox: KB-V1 MDR subline cytotoxicity. KB-V1 MDR cells viability, CellTiter-Glo, 72 h. Potency, µM (doses to about 46.1 µM), without a hit: top-dose activity change, negative = cytotoxicity, usual class: cytotoxic. 3.4% of 400,000 active; note: potency is the fitted concentration of half-maximal effect; % is set by controls: 0 for no effect and ±100 for the full control effect; nearly all actives have a fitted effect of over 60% in size
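Potencies derive from concentration-effect curves fitted to normalized luminescence (CellTiter-Glo) of KB-V1 cells treated for 72 h at 37 degrees C in phenol-red-free DMEM containing 10% FBS.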
HEK293 tox: cytotoxicity counter-screen for GLP-1 receptor inverse agonists | Potency, µM (highest dose often 38.3 µM), for inactives: at the top dose activity change, negative = inhibition, actives largely listed as inhibitors | AID 624418 | 0.13% of 410,000 active | HEK293 cAMP-luciferase reporter cells, luminescence, 24 h;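 note: loss of luciferase light is scored as toxicity; potency is the fitted concentration of half-maximal effect; % is set by controls: 0 for no effect and ±100 for the full control effect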
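Quantitative HTS format, 1536 wells, 200 cells/uL seeded. Compounds: 23 nL, 24 h, 37 °C. Detection: luciferase reagent, luminescence at 12 min RT; decreased signal taken as cytotoxic.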
TDP-43 yeast inh: rescues yeast growth from TDP-43 toxicity. Potency, µM (titrated, usually from 46.1 µM), inactives show at the top dose growth rescue (activation), most hits filed as activators. 1.8% of 410,000 active. AID 652104. TDP-43 expressing yeast growth rescue, BacTiter-Glo, 24 h; note: potency is the fitted concentration of half-maximal effect; % of control where 0% means no effect; nearly all actives have a fitted effect of over 50% in size
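Cell-based yeast growth screen: TDP-43 expression induced in galactose, inoculum OD600=0.02 after raffinose pregrowth to mid-log. Read-out BacTiter-Glo luminescence at 24 hr, 30 deg C; inhibition of toxicity seen as signal increase.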
aSyn rescue: alpha-synuclein toxicity inhibition in yeast | Yeast expressing alpha-synuclein, growth rescue, BacTiter-Glo, 24 h | Potency, µM (highest dose often 46.1 µM), for the others: top-dose growth rescue (activation), hits mostly activators | 0.14% of 370,000 active | AID 652106; note: potency is the fitted concentration of half-maximal effect; % of control where 0% means no effect; nearly all actives have a fitted effect of over 65% in size
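Readout is rescue of growth in alpha-synuclein-expressing yeast, so inhibitors of toxicity appear as activators. Growth after 24 hr at 30 deg C in galactose medium is quantified by luminescence.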
D3 ag: activates the human D3 dopamine receptor; D3R DiscoveRx beta-arrestin cells, luminescence, 90 min; max activation, %; 0.58% of 410,000 active; in the data active = max activation above about 30%; note: 0% is about no effect; mostly tested at two doses, the higher about 12 µM
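Agonist-mode cell screen: cells plated at 1500/well and incubated overnight at 37 °C, then exposed to library compounds for 90 min at 37 °C. Detection reagent was added for 30–60 min at room temperature, and luminescence was read.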
GLP1R inv ag: acts as inverse agonist at human GLP-1 receptor; HEK293 GLP-1R CRE-luciferase, luminescence, 24 h; GLP-1R form is constitutively active; Potency, µM (titrated, usually from 38.3 µM), without a hit: at the top dose activity change, negative = inhibition, usual class: inhibitors; 1.6% of 410,000 active; AID 624417; note: potency is the fitted concentration of half-maximal effect; % is set by controls: 0 for no effect and ±100 for the full control effect; nearly all actives have a fitted effect of over 55% in size
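Inverse agonists were sought by their lowering of basal cAMP reporter luciferase output in HEK293 cells stably carrying constitutively active human GLP-1R, after 24 h compound treatment.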
Active calls of the source: *; i = inactive; ? = inconclusive; · = not tested or not shown; [ ] = remark or other dose. Unless noted, calls come from the whole dose curve; as a rule, active = well fitted curve in the direction sought with a large enough effect; inconclusive = small, poorly fitted or top-dose-only effect, or another doubt; inactive = no such curve, though single readings can be large; an effect the other way counts as inactive or inconclusive.

Order of values: D3 antag, PTHR1 agonist, GLP1R ag, KB-V1 MDR tox, HEK293 tox, TDP-43 yeast inh, aSyn rescue, D3 ag, GLP1R inv ag
CCCCOc1ccc(NC(=O)CN2CCN(CC)CC2)cc1
 : -5, i, -3%, 24%, 11%, -5%, -1%, -2, ?
CCOc1ccc(NC(=O)C2CCC(CNc3c(N4CCC(C)CC4)c(=O)c3=O)CC2)cc1 (stereo unspecified)
 : 30, i, 13%, 7%, 11%, -11%, 11%, 7, -2%
O=C(CSc1nc(O)c(Cc2ccccc2)c(=O)n1-c1ccccc1)N1CCOCC1
 : -2, -6%[57.5 µM], -15%, 19%, -12%, -3%, 1%, 3, -16%
CCN(CC)c1ccc(/C=C2/C(=O)ON=C2C)cc1
 : -7, -95%[inhibitor], -2%, -24%, -24%, ?, -10%, 6, -13%
Cc1cc(C)cc(NC(=O)C2CCCCN2S(=O)(=O)c2ccccc2)c1 (stereo unspecified)
 : 66, -38%[inhibitor], 1%, -22%, -9%, 27%, 5%, 1, ?
COc1cc(CN2C[C@@H](CO)O[C@@H](n3cnc4c(NCc5ccncc5)ncnc43)C2)cc(OC)c1OC
 : 0, 25%, -5%, -11%, -9%, -20%, 1%, -4, 0%
CCCNC(=O)Nc1ccsc1C(=O)OC
 : -14, -14%, 16%, 14%, -15%, -21%[0.397 µM], -3%, -3, 11%
COc1cc2c(cc1OC)-c1nnc(C)n1C(C)(C)C2
 : 25, i, -4%, 4%, 1%, -11%, -9%, 15, 0%
COC(=O)c1ccc(NC(=O)CC2C(=O)N(c3ccc(C)cc3)C(=O)N2Cc2ccc(OC)cc2)cc1 (stereo unspecified)
 : ·, i, ·, ·, -5%, 9%, ·, 5, 11%
COc1ccc(/C=N/NC(=O)c2ccco2)cc1Cn1nc(C)c([N+](=O)[O-])c1C
 : 10, -35%, 7%, ?, -2%[7.66 µM], -10%, 13%, -1, 22%[7.66 µM]
N#C/C(=C\c1ccccc1)c1nc(-c2cc3cc(Br)ccc3oc2=O)cs1
 : ·, i, ·, 26%, 14%, 18%, ·, -7, -8%
Cc1ccc(NC(=S)N/N=C/c2ccc(Cl)c([N+](=O)[O-])c2)cc1
 : ?, -2%, -1%, -1%, -10%, 10%, -7%, 2, 14%
S=C(Nc1ccc(Br)cc1)NC1CCCC1
 : -18, -2%, -8%, -4%, ?, ?, -14%, -3, ?
Cc1ccc(NC(=O)CC2CCCC2)c(Br)c1
 : 20, -7%, 16%, 0%, 3%, 10%, 2%, 19, ?
Cc1cc(S(=O)(=O)n2ccnc2C(C)C)cc([N+](=O)[O-])c1C
 : ·, -2%, ·, 5%, 20%, 4%, ·, -1, 8%
COc1ccc(NC(=O)N2CCCc3cccc(C)c32)cc1
 : -23, 12%, -1%, 1%, 19%, 3%, 1%, -1, ?
Cc1cc(C)c(C)c(OCC(=O)N2CCOCC2)c1
 : 9, 9%[57.5 µM], 0%, 5%, -7%, -5%, -1%, 1, -13%
Cc1nc(C)c(-c2ccc(SCC(=O)Nc3ccccc3F)nn2)s1
 : ·, -77%[inhibitor], ·, ·, -8%, 20%, ·, -5, 38%[activator]
CCOC(=O)N1CCC(N2Cc3cccc(C(=O)NCc4ccc5c(c4)OCO5)c3C2=O)CC1
 : 10, i, 3%, 2%, -5%, -4%, 2%, 4, 45%
CC(C)N(Cc1nnc(-c2ccc(Cl)cc2)o1)C(=O)c1cc2ccccc2o1
 : -1, i, 22%, ?, -1%, ?, 22%, 0, -15%
COc1ccc(C2(CN(C(C)=O)C(C)=O)CCCC2)cc1OC
 : 30, i, -1%, 21%, 4%, 8%, 2%, 2, -13%
Cc1cc(C(=O)NC2CCCC(C)C2C)c2ccccc2n1 (stereo unspecified)
 : 21, i, -6%, -2%, 4%, 19%, -1%, 9, -16%
CCCCn1nnnc1C(c1ccccc1)N1CCN(c2ccc(C)cc2)CC1 (stereo unspecified)
 : 32, -39%[inhibitor], 3%, -8%, -1%, 35µM*, 15%, 8, ?
COc1cc(-c2noc(C)c2C(=O)NCC[C@@H]2CCCN2C)cc(OC)c1OC
 : 6, 16%, -1%, -14%, 2%, -11%, -3%, 21, -10%
Cn1ncc([N+](=O)[O-])c1C(=O)Nc1ccc(-c2ccccc2)cc1
 : -5, -65%[inhibitor], -2%, 0%, -3%, 13%, 8%, -11, 6%
O=S1(=O)N=C(N(CCO)/N=C/c2ccc(Br)cc2)c2ccccc21
 : -13, i, 18%, 0%, 0%, -4%, -2%, 5, 12%
COc1ccc(C2=COc3ccccc3C(=O)N2)cc1
 : 11, -10%, 9%, -3%, -1%, 18%, 1%, 4, 35%[activator]
Cc1cc(C)cc(OCc2nnc(SCC(=O)N3CCN(c4ccccc4)CC3)o2)c1
 : 0, -9%, -25%, 0%, 12%, -1%, 10%, 3, ?
COc1ccc(C2=Nc3ccc(Br)cc3C(c3ccccc3)N2CC(=O)NN)cc1 (stereo unspecified)
 : -93*, 4%, -36%[inhibitor], -17%, -9%, -10%, -8%, -16, ?
CN(C)CCN(C(=O)c1ccc2c(c1)CCCC2)c1nc2cc3c(cc2s1)OCCO3
 : -5, -11%, -9%, ·, 1%, 10%, 1%, -18, ?
COc1ccc(N2CCOCC2)c(NC(=O)c2cccnc2)c1
 : 10, -18%, 2%, -7%, 3%, 10%, 3%, -1, 25%
COc1ccc(CNC(=O)CCC(=O)c2ccc(F)cc2)cc1OC
 : -7, -13%, 0%, 12%, -1%, 22%, 0%, 5, 14%
CCOc1ccc([C@@H]2CC=C(C(=O)O)[C@H](c3cccc(Cl)c3)N2S(=O)(=O)c2ccc(C)cc2)cc1
 : -3, i, 1%, 1%, 18%, -1%, -36%[inhibitor], 3, ?
O=C(O)c1ccc(CN2C(=O)c3ccc(Oc4ccc([N+](=O)[O-])cc4)cc3C2=O)cc1
 : -12, -41%[inhibitor], 4%, -3%, 6%, 7%, -3%, -3, 19%
O=Cc1cn[nH]c1-c1ccccc1
 : -5, -16%, -6%, 2%, -7%, 8%, 2%, 2, 12%
Nc1ccc(N=Nc2ccc(N)cc2)cc1
 : -9, -10%, -2%, 21%, ?, 15%, 0%, -15, -6%
Cc1nc(N2CCC(C)CC2)c2oc3ccccc3c2n1
 : -8, -21%[57.5 µM], 16%, 21µM*, ?, -1%, 0%, 5, ?
C[C@H](CO)N1C[C@H](C)[C@@H](CN(C)S(=O)(=O)c2ccccc2)Oc2c(NC(=O)Nc3ccc(C(F)(F)F)cc3)cccc2C1=O
 : -13, -20%, -1%, -2%, -25%, -7%, -1%, 4, ?
CN(C(=O)COC(=O)c1ccc(Cl)cc1N)C1CCS(=O)(=O)C1 (stereo unspecified)
 : -23, i, 5%, 0%, -2%, 10%, 3%, 2, 0%
COc1cccc(/C=N/Nc2ccc(S(=O)(=O)Nc3ccccc3C(=O)O)cc2[N+](=O)[O-])c1O
 : 19, -9%, -7%, ?, -25%, 20%, -7%, -9, 13%
CN1CCN(c2nc3ccccc3nc2NS(=O)(=O)c2ccc(Br)cc2)CC1
 : -15, -24%, 6%, 9%, 3%, 6%, 0%, -4, ?
CC(C)(Oc1ccc(CCNC(=O)c2ccc(-c3ccccc3)o2)cc1)C(=O)O
 : 4, i, -9%, -2%, -4%, 10%, -10%, 1, 8%
Cc1ccc(C(=O)Nc2ccc(C(=O)O)cc2)cc1S(=O)(=O)Nc1ccccc1
 : ·, -24%, ·, 1%, -3%, 23%, ·, 5, -8%
Cc1cc(-c2ccccc2)nc2c(Br)c(C(=O)O)nn12
 : -1, i, -2%, ?, 1%, 12%, 4%, 0, -1%
CCNC(=O)Cc1ccc(NC(=O)N2CCCCc3ccccc32)cc1
 : ·, i, ·, 3%, 7%, 20%, ·, 4, ?
COc1cccc(C(=O)OCC(=O)Nc2cc(C)on2)c1OC
 : ?, i, -1%, -4%, -6%, 23%, -2%, 2, -4%
COc1cc(OC)c2ccc(=O)oc2c1C(CCN1CCOCC1)c1ccc2c(c1)OCO2 (stereo unspecified)
 : 0, i, 0%, 10%, ?, 11%, -9%, -31, 12%
Cc1ccc(Nc2nnc(SCC(=O)c3c(N)n(C4CC4)c(=O)[nH]c3=O)s2)cc1C
 : 8, -13%, -1%, 0%, -5%, 3%, -2%[1.84 µM], 4, ?
CCC(OC(=O)CN1C(=O)c2ccccc2C1=O)C(=O)NC1CCCC1 (stereo unspecified)
 : 4, 21%, 2%, 24%, 54%[activator], -1%, 7%, 2, 1%

A draw from above in order of formula weight, largest number first.
Order of values: D3 antag, PTHR1 agonist, GLP1R ag, KB-V1 MDR tox, HEK293 tox, TDP-43 yeast inh, aSyn rescue, D3 ag, GLP1R inv ag
CN1CCN(c2nc3ccccc3nc2NS(=O)(=O)c2ccc(Br)cc2)CC1
 : -15, -24%, 6%, 9%, 3%, 6%, 0%, -4, ?
COc1cc(OC)c2ccc(=O)oc2c1C(CCN1CCOCC1)c1ccc2c(c1)OCO2 (stereo unspecified)
 : 0, i, 0%, 10%, ?, 11%, -9%, -31, 12%
Cc1ccc(Nc2nnc(SCC(=O)c3c(N)n(C4CC4)c(=O)[nH]c3=O)s2)cc1C
 : 8, -13%, -1%, 0%, -5%, 3%, -2%[1.84 µM], 4, ?
CCC(OC(=O)CN1C(=O)c2ccccc2C1=O)C(=O)NC1CCCC1 (stereo unspecified)
 : 4, 21%, 2%, 24%, 54%[activator], -1%, 7%, 2, 1%

Three compounds picked at random from the list so far:
Order of values: D3 antag, PTHR1 agonist, GLP1R ag, KB-V1 MDR tox, HEK293 tox, TDP-43 yeast inh, aSyn rescue, D3 ag, GLP1R inv ag
CN1CCN(c2nc3ccccc3nc2NS(=O)(=O)c2ccc(Br)cc2)CC1
 : -15, -24%, 6%, 9%, 3%, 6%, 0%, -4, ?
COc1cc(OC)c2ccc(=O)oc2c1C(CCN1CCOCC1)c1ccc2c(c1)OCO2 (stereo unspecified)
 : 0, i, 0%, 10%, ?, 11%, -9%, -31, 12%
CCNC(=O)Cc1ccc(NC(=O)N2CCCCc3ccccc32)cc1
 : ·, i, ·, 3%, 7%, 20%, ·, 4, ?

Only part of the results is shown; count on the stated rates, not on these rows.
